Source: PubChem BioAssay (Broad Institute)
EWS-Fli inh: EWS/Fli transcriptional activity inhibition; A673 NR0B1-luciferase reporter, viability-normalised; inhibition, % at 12.6 µM; actives 0.67% (n = 350,000);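 active means mean inhibition of at least 50% after viability correction, with every replicate also passing that limit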;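 further: firefly luciferase signal divided by Alamar Blue viability fluorescence both relative to DMSO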
ERAP1 inh: blocks human ERAP1 aminopeptidase activity; Q9NZ08; inhibition, % at 10.7 µM; actives 0.15% (n = 340,000); AID 652197; recombinant ERAP1, Leu-AMC fluorescence, 60 min;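 active means mean replicate inhibition of at least 30%, or all replicates individually reaching that 30% level; inactive means mean below 30% and not every replicate reaching it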;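 further: 0% = neutral control wells and 100% = L-leucinethiol positive control wells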
Target sequence (Q9NZ08 whole entry, looked up): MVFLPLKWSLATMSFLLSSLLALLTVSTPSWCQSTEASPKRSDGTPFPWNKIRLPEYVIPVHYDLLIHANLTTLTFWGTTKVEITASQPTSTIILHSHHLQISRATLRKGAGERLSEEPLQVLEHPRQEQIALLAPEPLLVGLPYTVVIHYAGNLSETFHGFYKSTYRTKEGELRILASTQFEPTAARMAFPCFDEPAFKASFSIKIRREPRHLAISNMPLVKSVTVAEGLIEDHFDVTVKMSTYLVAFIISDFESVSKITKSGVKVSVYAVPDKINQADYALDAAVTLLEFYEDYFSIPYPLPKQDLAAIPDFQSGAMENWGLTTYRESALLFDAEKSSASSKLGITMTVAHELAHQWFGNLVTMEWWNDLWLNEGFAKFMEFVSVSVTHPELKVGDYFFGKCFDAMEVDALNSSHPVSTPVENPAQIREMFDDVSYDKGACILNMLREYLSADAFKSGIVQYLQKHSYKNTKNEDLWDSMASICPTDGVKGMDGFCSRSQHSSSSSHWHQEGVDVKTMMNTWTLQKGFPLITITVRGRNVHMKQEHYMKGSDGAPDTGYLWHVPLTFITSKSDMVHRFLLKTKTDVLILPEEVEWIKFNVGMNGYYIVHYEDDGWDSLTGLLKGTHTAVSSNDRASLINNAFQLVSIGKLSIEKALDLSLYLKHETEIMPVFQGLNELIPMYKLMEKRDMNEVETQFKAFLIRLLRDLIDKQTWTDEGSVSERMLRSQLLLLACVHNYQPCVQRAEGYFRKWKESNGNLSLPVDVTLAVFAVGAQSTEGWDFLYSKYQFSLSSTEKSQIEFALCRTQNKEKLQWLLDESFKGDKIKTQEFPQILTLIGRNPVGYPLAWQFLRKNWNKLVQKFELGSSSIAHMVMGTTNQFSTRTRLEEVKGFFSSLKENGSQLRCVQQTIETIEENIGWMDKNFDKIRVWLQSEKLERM
LGR2 antag: Drosophila LGR2 receptor signaling inhibition; actives 0.35% (n = 380,000); HEK293 LGR2, CRE-luciferase, bursicon-stimulated, 4 h; inhibition, % at 9.99 µM;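 active means drop in luminescence signal, shown as inhibition above about 50% in the replicate tests, limit read from the data, passing the limit was not always enough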;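 further: agonist challenge used bursicon conditioned medium at about half maximal strength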
S100A4 inh HTS: blocks human S100A4 binding to myosin IIA peptide. P26447. S100A4/TAMRA-MyoIIA peptide fluorescence polarization. inhibition, % at 10.7 µM. actives 0.14% (n = 360,000). AID 652163;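 active means mean inhibition of at least 70% across replicates, with every replicate also reaching that level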
Target sequence (P26447 whole entry, looked up): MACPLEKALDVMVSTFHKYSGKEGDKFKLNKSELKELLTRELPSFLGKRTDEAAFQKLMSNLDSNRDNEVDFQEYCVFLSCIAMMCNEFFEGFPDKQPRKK
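Assay system: human S100A4 monomer with TAMRA-labelled myosin IIA peptide / Buffer or medium: Calcium-containing HEPES buffer, pH 7.2 / Reagent: TAMRA-labelled myosin IIA heavy-chain peptide probe, 5 nM / Compound: one dose per compound / Timing: polarization read 5 min after assay mix addition, stable 5–60 min / Benchmarks: neutral control DMSO, positive control TFP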
PglD DTNB: PglD (C. jejuni) enzyme inhibition | purified PglD enzyme, DTNB colorimetric CoA detection | inhibition, % at 12.5 µM | actives 0.098% (n = 360,000); in the data active means inhibition above about 16%, passing the limit was not always enough; further: strong numbers were not always called active
PAX8 reporter: PAX8 transcriptional activity inhibition | RMG-I TPO-luciferase reporter, SteadyGlo, 24 h | inhibition, % at 12.6 µM | actives 1.2% (n = 360,000) | AID 652154;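 active means mean replicate inhibition at least 60% with every replicate also reaching 60%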;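 further: luciferase light reporting Pax8 driven TPO promoter activity; plate controls were median of neutral control wells for no effect and mitoxantrone controls for full effect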
PGC1a acetyl inh: lowers PGC1a acetylation signal in U2OS cells; AlphaScreen anti-acetyl-lysine; with virally co-expressed GCN5 acetyltransferase; inhibition, % at 15.6 µM; actives 0.17% (n = 350,000);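 active means every replicate shows inhibition of at least 40%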;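 further: 0% = neutral control wells and 100% = positive control wells; some results beyond the cut were filed as inactive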
FN deposit inh: fibronectin deposition inhibition | AH1F fibroblasts, Alexa488-fibronectin deposition fluorescence, overnight | inhibition, % at 12.6 µM | actives 0.086% (n = 350,000) | AID 743247;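 active means mean inhibition across replicates of 30% or more, regardless of how many single replicates reach that level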;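 further: positive control wells lacked labelled fibronectin entirely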
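Material – AH1F fibroblast monolayer, labelled fibronectin deposition · Reagent – labelled fibronectin 24 nM · Timing – 1 h adhesion, overnight exposure · Measured by – fluorescence at 485 nm excitation, 525 nm emission · Read-out – inhibition of fibronectin deposition signal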
* marks the source's active call; other numbers are inactive results; nt = no result given; & = joins results of further samples.

SMILES	EWS-Fli inh	ERAP1 inh	LGR2 antag	S100A4 inh HTS	PglD DTNB	PAX8 reporter	PGC1a acetyl inh	FN deposit inh
Cc1ccc2nc(-c3ccc(NC(=O)C(C)N4C(=O)c5ccccc5C4=O)cc3)sc2c1 (stereo unspecified)	nt	nt	-64	nt	-8	-194	-5	-9
O=C(C[C@H]1C=C[C@@H](NS(=O)(=O)c2ccc(F)cc2)[C@@H](CO)O1)NCCc1ccncc1	-1	3	-1	20	-1	-33	1	nt
CC1=C(C(=O)OCc2ccccc2)C(c2ccccc2)NC(=O)N1 (stereo unspecified)	9	-6	2	-4	5	25	0	5
C[C@H](CO)N1C[C@H](C)[C@H](CN(C)CC2CC2)OCCCC[C@H](C)Oc2ccc(NC(=O)Nc3cccc4ccccc34)cc2C1=O	7	nt	9	nt	-1	0	25	nt
CCc1nnc(NC(=O)CSc2nnc(C(C)NC(=O)c3ccccc3F)n2C)s1 (stereo unspecified)	4	-1	-14	0	-5	14	10	-2
CS(=O)(=O)c1ccc(C(=O)N2CCN(Cc3ccccc3)CC2)cc1	1	0	nt	0	nt	12	1	-5
O=C(NCCC1=CCCCC1)C1CCN(S(=O)(=O)N2CCCC2)CC1	1	3	-15	-2	-2	4	-8	-6
COC(=O)c1cccc(-n2sc3ccccc3c2=O)c1	2	86*	nt	-3	0	-31	-2	20
CC(OC(=O)c1cccc(S(=O)(=O)Nc2cccc(C(F)(F)F)c2)c1)C(=O)Nc1ccc2c(c1)OCCO2 (stereo unspecified)	-4	0	9	-2	7	26	-9	4
C[C@@H]1CN([C@H](C)CO)C(=O)c2cc(NS(=O)(=O)c3ccc(F)cc3)ccc2O[C@H]1CN(C)Cc1ccc(Cl)c(Cl)c1	6	1	-21	4	-1	-32	-2	-10
Cc1cc(C)c(C)c(S(=O)(=O)NCC(=O)N2CCCC2)c1C	nt	nt	-8	nt	2	nt	-7	0
O=C(NCc1ccccc1)[C@@H]1CCCN1C(=O)[C@H]1CCCN1C(=O)c1cc(F)cc(F)c1	-8	-3	10	-15	nt	-18	nt	5
CCN(C1=NS(=O)(=O)c2ccccc21)N(CC)S(=O)(=O)c1ccc(C)cc1	4	5	-7	-4	-7	-47	nt	-3
CCC(=O)N1[C@@H]2c3ccc(C4=CCCCC4)c(=O)n3C[C@@H]2[C@@H](CO)[C@@H]1C(=O)NCc1ccc(F)cc1	8	1	-31	-9	4	nt	nt	2
C[C@@H]1CN([C@@H](C)CO)C(=O)c2cc(NC(=O)CCC(F)(F)F)ccc2O[C@@H](C)CCCCO[C@H]1CN(C)C(=O)c1ccccc1	0	-1	13	4	3	22	6	8
C=CC[C@H](CC(=O)OC(C)(C)C)C(=O)OC[C@H]1CCCN1C(=O)[C@@H](CC=C)CC(=O)N(CCO)Cc1ccccc1	-4	1	6	-3	-1	32	-16	17
CCn1c(SCC(=O)N(C)C2CCS(=O)(=O)C2)nnc1-c1ccccc1 (stereo unspecified)	5	2	-6	-13	-3	12	nt	1
CCCc1c(C(=O)N/N=C/c2cccc3ccccc23)nnn1-c1nonc1N	nt	0	0	3	11	5	5	-2
O=C(Cc1ccccc1)N1CC[C@@H]2[C@@H](CO)Nc3ccc(-c4ccccc4)cc3[C@@H]21	5	3	1	0	-1	5	1	-2
CCOc1ccc2nc(N3CCCC(C(=O)NC4CCCC4)C3)sc2c1 (stereo unspecified)	-49	3	1	-3	-4	-66	-10	-6
O=C(NC1CC1)C1=C[C@@H](c2coc3ccccc3c2=O)C[C@@H](OCc2ccc(CO)cc2)O1	-19&-2	-2&4	6	-68&2	1&-1	-3	-6&-5	0
CC(C)NC(=O)Nc1ccc2c(c1)C(=O)N([C@@H](C)CO)C[C@H](C)[C@@H](CN(C)C(=O)Nc1ccc(F)cc1)O2	-7	1	8	0	-4	-7	-7	-7
Cc1noc(C)c1NC(=O)N(C)C[C@@H]1OCCCC[C@@H](C)Oc2ccc(NC(=O)Nc3ccc4c(c3)OCO4)cc2C(=O)N([C@H](C)CO)C[C@@H]1C	-7	-1	17	27	0	8	20	nt
Cc1ccccc1S(=O)(=O)N1CC[C@@H]2[C@H]1c1cc(-c3ccc(F)cc3)ccc1N[C@@H]2CO	2	nt	3	nt	1	-14	-6	0
CCOC(=O)C1(C)CCCN(C(=O)c2cc(F)ccc2C)C1 (stereo unspecified)	12	-2	-13	-8	-2	8	nt	13
CCN(CC)C(=O)C1CCN(Cc2cn(C)nc2-c2ccc(Oc3ccccc3)cc2)CC1	15	-2	-16	-2	nt	7	nt	3
Cc1cc(=O)n2nc(N3CCCC(C(=O)NC4CCC(C)CC4)C3)sc2n1 (stereo unspecified)	nt	-5	2	3	-3	-33	5	0
O=C(CSc1nnc2ccc(-c3ccncc3)nn12)c1cccs1	4	nt	-8	1	1	-4	-5	0
CC(C)NC[C@H]1[C@@H](c2ccc(-c3ccccc3)cc2)[C@@H](CO)N1CC1CC1	1	2	-1	0	1	-23	-19	6
COc1ccc(S(=O)(=O)N2CCOCC2)cc1NC(=O)CSc1cccc[n+]1[O-]	6	4	4	1	-2	4	-4	3
CCN(Cc1ccccc1)C(=O)c1cccs1	-16	-6	-17	-2	-2	-1	4	7
O=C(CS(=O)(=O)Cc1ccccc1)Nc1ccccc1Cl	11	4	-8	8	nt	-25	nt	1
CC(C)NC(=O)N[C@H]1C[C@@H]2O[C@@H](CO)CC[C@@H]2O[C@@H]1CCc1ccc(-c2ccccc2F)cc1	5	4	nt	-9	nt	-3	6	nt
C[C@H]1CN([C@@H](C)CO)C(=O)c2cc(C#Cc3cccnc3)cnc2O[C@@H]1CN(C)Cc1ccncc1	8	nt	-6	nt	-1	-18	14	2
O=C(CCn1nc(-c2ccccc2)c2ccccc2c1=O)NN1CCOCC1	-8	-6	8	-1	-1	10	-1	4
C[C@@H]1CN([C@@H](C)CO)C(=O)c2cc(NC(=O)CCC(F)(F)F)ccc2O[C@@H]1CN(C)S(=O)(=O)c1ccc(Cl)cc1	-7	1	-7	-6	0	11	7	nt
CCOCC(=O)Nc1ccc2c(c1)OCCO2	nt	nt	nt	nt	-5	-114	-8	0
O=C(NCc1cccnc1)C1CCN(S(=O)(=O)c2cccc(C(F)(F)F)c2)CC1	-7	-1	-19	-3	3	-12	9	-9
CCC(=O)NC[C@@H]1[C@H](c2ccc(-c3ccccc3)cc2)[C@@H](CO)N1C(=O)C1CC1	4	-3	10	9	0	9	15	nt
COc1ccc(NC(=O)Nc2nnc(C(C)(C)C)s2)cc1	-53	1	-52	3	nt	-77	nt	-3
Cc1c(/C=N/O)c2ccccn2c1C=O	2	-2	-20	0	nt	13	nt	6
Cc1cccc(N=Nc2c(C)c(C#N)c(O)[nH]c2=O)c1	-28	1	-47	9	nt	-9	12	-7
COc1ccc(NC(=O)c2cc(C3CCCCN3C(=O)OCCF)on2)c(C)c1 (stereo unspecified)	1	1	-1	1	-3	1	nt	1
CCOc1ccc(NC(=O)c2cc3ccccc3cc2OC)cc1	-76	0	-60	-1	6	-114	-41	-11
O=C(NCCN1CCOCC1)c1cc(-c2ccc(Cl)s2)nc2ccccc12	-24	10	-16	-4	3	-19	nt	1
O=C(O)c1cccnc1SCC(=O)C12CC3CC(CC(C3)C1)C2	3	-11	-7	-3	2	-11	-8	-14
COC(=O)C1CCN(C(=O)c2oc3c(Cl)cc(C)cc3c2C)CC1	nt	2	-94	3	0	-238	nt	-17
O=C(NCCOc1ccc(F)cc1)C1CCC(=O)N(CCCN2CCCC2=O)C1 (stereo unspecified)	7	-3	18	2	-7	0	2	-6
COc1cc(NC(=O)c2onc(C)c2Cl)c(OC)cc1Cl	4	1	12	-1	-6	18	9	-4
CCCCCn1nc(C(=O)N(CC(C)C)c2c(N)n(CCCC)c(=O)[nH]c2=O)c2ccccc2c1=O	-7	0	10	1	7	-15	3	0
C[C@@H]1CN([C@H](C)CO)C(=O)c2cc(NC(=O)Nc3ccc4c(c3)OCO4)ccc2O[C@@H]1CN(C)S(=O)(=O)c1ccccc1	5	-4	6	2	-2	nt	0	nt
CC(C)(C)CC(C)(C)N=C1NS(=O)(=O)c2cc([N+](=O)[O-])ccc21	2	-4	16	5	nt	1	nt	3
CCCS(=O)(=O)N1CCCC(C(=O)Oc2ccc(Cl)cc2)C1 (stereo unspecified)	15	-1	11	3	-1	6	nt	-2
COc1cccc(CNc2nc(NC(C)C)nc3ccsc23)c1	9	-4	7	-5	5	23	-7	-11
COc1cc(C2N(Cc3ccccc3)CCN2Cc2ccccc2)ccc1OC(C)=O	-5	-1	19	-4	-2	-3	-20	3
COCCNc1nc(NCc2ccc(C(C)C)cc2)c2sccc2n1	21	-1	15	-17	-7	35	nt	-1
CCNC(=O)C1(C)CCN1CCC(=O)c1ccc(C)cc1 (stereo unspecified)	-5	4	-4	-1	3	4	-2	2
CC1CN(c2ccc(Cl)cc2[N+](=O)[O-])CCN1S(C)(=O)=O (stereo unspecified)	5	-4	nt	0	nt	8	8	2
COc1ccc(/C=N/Nc2cc(N(C)C)nc(N(C)C)n2)cc1	-2	0	8	4	nt	13	nt	13
CC(=O)N1CC(=O)N2[C@H](CO)[C@@H](c3ccc(-c4ccc(C)cc4)cc3)[C@H]2C1	-1	-4	-4	67	nt	-8	18	nt

4 compounds already listed, ordered by molecular weight, highest first:
SMILES	EWS-Fli inh	ERAP1 inh	LGR2 antag	S100A4 inh HTS	PglD DTNB	PAX8 reporter	PGC1a acetyl inh	FN deposit inh
COc1cc(C2N(Cc3ccccc3)CCN2Cc2ccccc2)ccc1OC(C)=O	-5	-1	19	-4	-2	-3	-20	3
CC(=O)N1CC(=O)N2[C@H](CO)[C@@H](c3ccc(-c4ccc(C)cc4)cc3)[C@H]2C1	-1	-4	-4	67	nt	-8	18	nt
COc1ccc(/C=N/Nc2cc(N(C)C)nc(N(C)C)n2)cc1	-2	0	8	4	nt	13	nt	13
CCNC(=O)C1(C)CCN1CCC(=O)c1ccc(C)cc1 (stereo unspecified)	-5	4	-4	-1	3	4	-2	2

The results go on:
SMILES	EWS-Fli inh	ERAP1 inh	LGR2 antag	S100A4 inh HTS	PglD DTNB	PAX8 reporter	PGC1a acetyl inh	FN deposit inh
O=C(Cc1ccccn1)N1[C@H](CO)[C@H]2c3ccccc3NC[C@H]21	-4	1	2	9	-5	2	12	4
COC(=O)N/N=C/c1ccc([N+](=O)[O-])s1	nt	nt	-21	nt	-1	-3	1	5
C[C@H](CO)N1C[C@H](C)[C@H](CN(C)C(=O)Nc2ccccc2)Oc2ccc(NC(=O)Nc3ccc(F)cc3)cc2C1=O	-6	-1	-5	2	-2	nt	-14	nt
COc1ccccc1Cc1c(-c2ccc(Cl)cc2)nc2c(Cl)cc(C(F)(F)F)cn12	3	nt	-5	-4	nt	7	nt	0
CCOC(=O)C1CCCN(S(=O)(=O)c2cccs2)C1 (stereo unspecified)	-4	1	-2	-1	nt	nt	nt	nt
COc1ccc2c3c(n(C)c2c1)[C@H](CO)NCC31CN(C(=O)Nc2ccccc2F)C1	5	-1	6	-6	nt	nt	-7	9
COc1ccc(Nc2nnc(SCC(=O)c3cc(C)n(CC4CCCO4)c3C)s2)cc1 (stereo unspecified)	nt	nt	nt	nt	-2	-30	-12	-3
O=C(COc1ccc(Cl)cc1Cl)NN=C1c2ccccc2-c2ccccc21	nt	nt	-25	nt	nt	-1	2	3
CCOC(=O)c1cnc2c(c(C3CC3)nn2C)c1N1CCOCC1	2	nt	-2	0	2	10	2	2
COc1ccc(C2=NN(C(=O)COc3ncnc4ccccc34)C(c3ccco3)C2)cc1 (stereo unspecified)	-4	-3	1	2	nt	15	8	-9
